Salmonella PhoP GFP: PhoP regulon inhibitors, Salmonella typhi PhoP promoter GFP reporter, confirmatory (AID 1850). Salmonella Typhi PhoP-promoter GFP reporter, fluorescence, 4 h; higher % means a stronger effect. one-dose inhibition, % at 50 µM; IC50 in µM for titrated hits. 0.33% of 310,000 active; in the data active means a potency from the dose series; inconclusive means inhibition mostly from about 25% at the one dose, without a potency; inactive means the rest, 99 in 100 with inhibition below about 19%;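 further: 0% = induced wells with vehicle and 100% = uninduced wells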
H1N1 NS1A inhibition: H1N1 influenza NS1A inhibitors, functional cell based assay (AID 504329); NS1A functional cell-based assay, percent inhibition; higher % means a stronger effect; inhibition, % at 12.5 µM, or IC50 in µM where a hit was titrated; 0.3% of 340,000 active; in the data active means a potency from the dose series; inconclusive means inhibition above about 27% without an active follow-up result; further: strong numbers were not always called active
inhibitors of VEEV: inhibitors of VEEV TC-83 cytopathic effect, confirmation, Vero cells (AID 588727). Vero cells, VEEV TC-83 cytopathic effect inhibition; higher % means a stronger effect. one-dose inhibition, % at 20 µM; IC50 in µM for titrated hits. 0.13% of 350,000 active; in the data active means a potency from the dose series; inconclusive means inhibition mostly from about 14% at the one dose, without a potency; inactive means the rest, 99 in 100 with inhibition below about 12%; further: strong numbers were not always called active
tuberculosis growth: growth inhibition of non-replicating M. tuberculosis (AID 488890); Mycobacterium tuberculosis non-replicating, growth inhibition; higher % means a stronger effect; one-dose inhibition, % at 25 µM; IC50 in µM for titrated hits; 0.39% of 320,000 active; in the data active means a potency from the dose series; inconclusive means inhibition mostly from about 82% at the one dose, without a potency; inactive means the rest, 99 in 100 with inhibition below about 76%;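 further: plate controls were DMSO cells for no effect and high antibiotic wells for full effect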
M. tuberculosis HTS: M. tuberculosis growth inhibition, HTS (AID 449762) | 0.59% of 330,000 active | inhibition, % at 25 µM, or IC50 in µM where a hit was titrated | M. tuberculosis H37Rv growth inhibition, 7H9 media; higher % means a stronger effect; in the data active means a potency from the dose series; inconclusive means inhibition above about 70% without an active follow-up result;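 further: bacterial growth assessed after seven days of incubation; strong numbers were not always called active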
inhibitors of VEEV 10K pilot screen: further read-out of inhibitors of VEEV, marked with its call; inhibition, %; measured here: 10K pilot screen inhibition
An asterisk follows results filed as active.

`CP(=O)(Nc1ccccc1)C(Cl)(Cl)Cl` (centres undefined) gave Salmonella PhoP GFP 3%, H1N1 NS1A inhibition -3%, inhibitors of VEEV inactive, tuberculosis growth 5% and M. tuberculosis HTS -6%.
O=C(c1ccc2c(=O)n3c(nc2c1)CCC3)N1CCN(S(=O)(=O)c2cccc(F)c2)CC1 was read as Salmonella PhoP GFP 1%, H1N1 NS1A inhibition -8%, inhibitors of VEEV 4.0%, tuberculosis growth -6% and M. tuberculosis HTS -4%.
`O=c1[nH]c(=O)n(CCC2=CCCCC2)c(O)c1/C=N/N1CCOCC1` gave Salmonella PhoP GFP 5%, H1N1 NS1A inhibition 4%, inhibitors of VEEV inactive, tuberculosis growth 32% and M. tuberculosis HTS 11%.
For CCOc1ccc(N=C2C(=O)N(CN3CCOCC3)c3ccccc32)cc1 the results were Salmonella PhoP GFP 4%, H1N1 NS1A inhibition 3%, inhibitors of VEEV 0.9%, tuberculosis growth inconclusive and M. tuberculosis HTS 2%.
N#CCOc1ccccc1CNC[C@H]1O[C@@H](n2cnc(C(N)=O)n2)[C@H](O)[C@@H]1O was read as H1N1 NS1A inhibition -13% and inhibitors of VEEV inactive.
`COc1ccc(OC)c(/C=N/NC(=O)c2ccc3nc[nH]c3c2)c1` gave Salmonella PhoP GFP -1%, H1N1 NS1A inhibition -18%, inhibitors of VEEV 1.1%, tuberculosis growth 4% and M. tuberculosis HTS -2%.
Screening Clc1ccc2nc3c(c(-c4ccccc4)c2c1)CNCC3 returned Salmonella PhoP GFP 4%, H1N1 NS1A inhibition -5%, inhibitors of VEEV inactive, tuberculosis growth 45% and M. tuberculosis HTS -1%.
Screening COc1ccc(CC(=O)OCC(=O)c2ccc(OC)c(OC)c2)cc1 returned H1N1 NS1A inhibition -11%, inhibitors of VEEV 1.9%, tuberculosis growth 47% and M. tuberculosis HTS -7%.
NC1=NC(c2cn[nH]c2-c2cccc(F)c2)n2c(nc3ccccc32)N1 (centres undefined) was read as Salmonella PhoP GFP 6%, H1N1 NS1A inhibition 19%, inhibitors of VEEV 0.5%, tuberculosis growth 26% and M. tuberculosis HTS 1%.
Screening O=C(O)c1cnn(-c2nc(-c3ccc(F)cc3)cs2)c1C(F)(F)F returned Salmonella PhoP GFP -4%, H1N1 NS1A inhibition 2%, inhibitors of VEEV 0.0%, tuberculosis growth 1% and M. tuberculosis HTS 7%.
Screening Cc1ccc(C)c(NC(=O)NNC(=O)c2cc3occc3[nH]2)c1 returned Salmonella PhoP GFP 0%, H1N1 NS1A inhibition -1%, inhibitors of VEEV 0.5%, tuberculosis growth 12% and M. tuberculosis HTS 2%.
For O=C(O)CC1Cc2ccccc2C1C(=O)O (centres undefined) the results were H1N1 NS1A inhibition -8% and inhibitors of VEEV inactive.
`CCOC(=O)c1ccccc1NS(=O)(=O)c1ccc(S(=O)(=O)N2CCCC2)cc1` gave Salmonella PhoP GFP -7%, H1N1 NS1A inhibition -6%, inhibitors of VEEV inactive, tuberculosis growth 18% and M. tuberculosis HTS -10%.
Screening O=C(NC1CCSc2ccccc21)c1c(F)cccc1Cl (centres undefined) returned Salmonella PhoP GFP 0%, H1N1 NS1A inhibition -10%, inhibitors of VEEV 0.6%, tuberculosis growth -7% and M. tuberculosis HTS 14%.
For Cc1cc(C(=O)COC(=O)c2ccc[nH]c2=O)c(C)n1-c1ccc(Br)cc1 the results were Salmonella PhoP GFP -3%, H1N1 NS1A inhibition 10%, inhibitors of VEEV 0.0%, tuberculosis growth 60% and M. tuberculosis HTS -6%.
Screening N#Cc1nc(-c2ccco2)oc1N1CCCC1 returned Salmonella PhoP GFP -15%, H1N1 NS1A inhibition -3%, inhibitors of VEEV 3.1%, tuberculosis growth -7% and M. tuberculosis HTS -5%.
For COc1ccccc1CCNC(=O)c1cc(-c2ccncc2)nc2ccc(Br)cc12 the results were H1N1 NS1A inhibition -3% and inhibitors of VEEV 9.8%.
`Cc1ccc(NS(=O)(=O)c2ccc3c(c2)CC(=O)N3)cc1F` gave H1N1 NS1A inhibition -3%, inhibitors of VEEV 4.6%, tuberculosis growth 27% and M. tuberculosis HTS 23%.
For O=C(COC(=O)/C=C/c1ccc(Cl)cc1)Nc1ccccc1-c1ccccc1 the results were Salmonella PhoP GFP -3%, H1N1 NS1A inhibition -6%, inhibitors of VEEV 0.8%, tuberculosis growth -1% and M. tuberculosis HTS -8%.
CCCCS(=O)(=O)N1CCC(C(=O)Oc2ccc(Cl)cc2)CC1 was read as Salmonella PhoP GFP 0%, H1N1 NS1A inhibition 4%, inhibitors of VEEV 0.1%, tuberculosis growth inconclusive and M. tuberculosis HTS -1%.
CCCCCc1nc2sc3c(c2c(=O)n1NC(=O)c1ccc([N+](=O)[O-])cc1)CC(C)(C)OC3 was read as Salmonella PhoP GFP -3%, H1N1 NS1A inhibition -7%, inhibitors of VEEV 0.6%, tuberculosis growth 58% and M. tuberculosis HTS 9%.
CCCC(C)NC(=O)c1ccc2[nH]c3c(c2c1)CC(C)CC3 (centres undefined) was read as Salmonella PhoP GFP -1%, H1N1 NS1A inhibition 9%, inhibitors of VEEV 6.3%, tuberculosis growth 7% and M. tuberculosis HTS 2%.
Screening Cc1c(C(=O)OCC(=O)N2CC(=O)Nc3ccccc32)oc2ccc(Br)cc12 returned Salmonella PhoP GFP 8%, H1N1 NS1A inhibition -1%, inhibitors of VEEV 0.6%, tuberculosis growth -1% and M. tuberculosis HTS 4%.
`COc1ccc(NC(=O)CCN2CC(C)OC(C)C2)c(OC)c1` (centres undefined) gave Salmonella PhoP GFP -9%, H1N1 NS1A inhibition -7%, inhibitors of VEEV 0.7%, tuberculosis growth 2% and M. tuberculosis HTS -8%.
Screening CCOC(=O)c1[nH]c(C)c(C(=O)OC)c1C returned Salmonella PhoP GFP 3%, H1N1 NS1A inhibition 7%, inhibitors of VEEV inactive, tuberculosis growth 11% and M. tuberculosis HTS 3%.
`CSc1cccc(NC(=O)c2cccc3cccnc23)c1` gave Salmonella PhoP GFP 1%, H1N1 NS1A inhibition -4%, inhibitors of VEEV 1.6%, tuberculosis growth 42% and M. tuberculosis HTS 8%.
`O=C(CN1CCN(c2ccc(Cl)cc2)CC1)Nc1ccc(F)cc1` gave Salmonella PhoP GFP 2%, H1N1 NS1A inhibition -9%, inhibitors of VEEV 1.5%, tuberculosis growth 71% and M. tuberculosis HTS -3%.
Screening CCCCN(CC)CCCNC(=O)Cn1nc(Cc2cccnc2)c2ccccc2c1=O returned Salmonella PhoP GFP 5%, H1N1 NS1A inhibition 13%, inhibitors of VEEV 1.8%, tuberculosis growth 12% and M. tuberculosis HTS 8%.
Screening O=C1C2CCCN2C(c2ccccc2)N1c1cccc(Cl)c1 (centres undefined) returned Salmonella PhoP GFP -10%, H1N1 NS1A inhibition -1%, inhibitors of VEEV 0.5%, tuberculosis growth 4% and M. tuberculosis HTS -9%.
Screening Cc1ccc2c(c1)N(C(=O)CCC(=O)NC1CCN(Cc3ccccc3)CC1)CC(C)O2 (centres undefined) returned Salmonella PhoP GFP 0%, H1N1 NS1A inhibition 7%, inhibitors of VEEV 0.2%, tuberculosis growth 6% and M. tuberculosis HTS 3%.
Cn1c(=O)c2c(ncn2CC(=O)N/N=C/C=C/c2ccco2)n(C)c1=O was read as Salmonella PhoP GFP 2%, H1N1 NS1A inhibition 2%, inhibitors of VEEV 0.1%, tuberculosis growth -6% and M. tuberculosis HTS -10%.
Cc1nc(SCc2ccccc2F)c2cnn(-c3ccccc3)c2n1 was read as Salmonella PhoP GFP 6%, tuberculosis growth 18% and M. tuberculosis HTS 9%.
`CCOc1ccc(C(=O)NC(=S)Nc2ccc(NC(=O)CC)cc2)cc1[N+](=O)[O-]` gave Salmonella PhoP GFP -12%, H1N1 NS1A inhibition -3%, inhibitors of VEEV 1.3%, tuberculosis growth 23% and M. tuberculosis HTS -16%.
CC1CCCC(NC(=O)c2ccc(CNc3c(N4CCCC4)c(=O)c3=O)cc2)C1C (centres undefined) was read as Salmonella PhoP GFP -12%, H1N1 NS1A inhibition 27%, inhibitors of VEEV 2.3%, tuberculosis growth 28% and M. tuberculosis HTS 0%.
Screening CC(=O)N1c2ccc(S(=O)(=O)N3CCC(C(=O)NC(C)c4ccccc4)CC3)cc2CC1C (centres undefined) returned Salmonella PhoP GFP 0%, H1N1 NS1A inhibition 2%, inhibitors of VEEV 0.5% and M. tuberculosis HTS -4%.
COc1cccc(-c2c(NC(=O)c3ccco3)oc3ccccc3c2=O)c1 was read as Salmonella PhoP GFP 2%, H1N1 NS1A inhibition 6%, inhibitors of VEEV 2.8%, tuberculosis growth 24% and M. tuberculosis HTS -4%.
For Cc1ccc2c(CC(=O)OC3CCOC3=O)coc2c1 (centres undefined) the results were Salmonella PhoP GFP -6%, H1N1 NS1A inhibition 15%, inhibitors of VEEV 0.2%, tuberculosis growth 15%, M. tuberculosis HTS 2% and inhibitors of VEEV 10K pilot screen 0.6.
For C=CCn1c(SCC(=O)N2N=C(c3ccco3)CC2c2ccco2)nnc1-c1ccncc1 (centres undefined) the results were Salmonella PhoP GFP -8%, H1N1 NS1A inhibition 7%, inhibitors of VEEV 0.1%, tuberculosis growth -8% and M. tuberculosis HTS -3%.
CCOc1ccc(S(=O)(=O)N2CCN(C(=O)c3cc(-c4ccccc4)nn3-c3ccccc3)CC2)cc1 was read as Salmonella PhoP GFP 11%, H1N1 NS1A inhibition 7%, inhibitors of VEEV 10%, tuberculosis growth 1% and M. tuberculosis HTS -1%.
For CC1=NN(c2ccc(C(=O)O)cc2)C(=O)/C1=C/c1ccc(-c2ccccc2F)o1 the results were Salmonella PhoP GFP 4%, H1N1 NS1A inhibition 24%, inhibitors of VEEV inactive, tuberculosis growth 72% and M. tuberculosis HTS inconclusive.
For CC(=O)c1ccc(NC(=O)CSc2nccn2C)cc1 the results were Salmonella PhoP GFP -5%, H1N1 NS1A inhibition -14%, inhibitors of VEEV 1.9%, tuberculosis growth -25% and M. tuberculosis HTS -2%.
Screening CC1CC(C)CN(CCCNC(=O)C2CCN(S(=O)(=O)N3CCCCC3)CC2)C1 (centres undefined) returned Salmonella PhoP GFP 9%, H1N1 NS1A inhibition -5%, inhibitors of VEEV 0.7%, tuberculosis growth 9% and M. tuberculosis HTS 2%.
Screening COc1ccccc1Nc1nc(NCc2ccco2)c2ccccc2n1 returned Salmonella PhoP GFP 20µM*, inhibitors of VEEV 1.7%, tuberculosis growth inconclusive and M. tuberculosis HTS 57%.
O=C(NCCc1ccc(Cl)cc1)c1ccc(OCC2CCCO2)cc1 (centres undefined) was read as Salmonella PhoP GFP 10%, H1N1 NS1A inhibition -8%, inhibitors of VEEV 0.1%, tuberculosis growth 21% and M. tuberculosis HTS 5%.
COc1cccc(C(=O)Nc2ccc3[nH]ncc3c2)c1OC was read as Salmonella PhoP GFP -2%, H1N1 NS1A inhibition -6%, inhibitors of VEEV 0.9%, tuberculosis growth 10% and M. tuberculosis HTS -3%.
For Nc1cc(N)cc(C(=O)Nc2ccc3c(c2)C(=O)NC3=O)c1 the results were Salmonella PhoP GFP -2%, H1N1 NS1A inhibition 23%, inhibitors of VEEV 0.4%, tuberculosis growth -22% and M. tuberculosis HTS -3%.
For N#CCCN(Cc1cccnc1)C(=O)c1ccc(S(=O)(=O)N2CCOCC2)cc1 the results were Salmonella PhoP GFP 13%, H1N1 NS1A inhibition 0%, inhibitors of VEEV 1.4%, tuberculosis growth -5% and M. tuberculosis HTS 0%.
`O=C(CCN1C(=O)COc2ccccc21)NCCN1CCN(c2cccc(Cl)c2)CC1` gave Salmonella PhoP GFP -1%, H1N1 NS1A inhibition 4%, inhibitors of VEEV 1.1%, tuberculosis growth -28% and M. tuberculosis HTS -2%.

Four structures out of the list, sorted by molar mass, lowest first.
CC1CCCC(NC(=O)c2ccc(CNc3c(N4CCCC4)c(=O)c3=O)cc2)C1C (centres undefined) was read as Salmonella PhoP GFP -12%, H1N1 NS1A inhibition 27%, inhibitors of VEEV 2.3%, tuberculosis growth 28% and M. tuberculosis HTS 0%.
`O=C(CCN1C(=O)COc2ccccc21)NCCN1CCN(c2cccc(Cl)c2)CC1` gave Salmonella PhoP GFP -1%, H1N1 NS1A inhibition 4%, inhibitors of VEEV 1.1%, tuberculosis growth -28% and M. tuberculosis HTS -2%.
Screening CC(=O)N1c2ccc(S(=O)(=O)N3CCC(C(=O)NC(C)c4ccccc4)CC3)cc2CC1C (centres undefined) returned Salmonella PhoP GFP 0%, H1N1 NS1A inhibition 2%, inhibitors of VEEV 0.5% and M. tuberculosis HTS -4%.
CCOc1ccc(S(=O)(=O)N2CCN(C(=O)c3cc(-c4ccccc4)nn3-c3ccccc3)CC2)cc1 was read as Salmonella PhoP GFP 11%, H1N1 NS1A inhibition 7%, inhibitors of VEEV 10%, tuberculosis growth 1% and M. tuberculosis HTS -1%.
